Bioassay records: PubChem, National Center for Advancing Translational Sciences (NCATS)
ELG1 genotoxic: genotoxicity induction in ELG1-luciferase HEK293T cells; HEK293T ELG1-luciferase reporter, luminescence, 16 h; 1.3% of 330,000 active; Potency, µM (titrated, usually from 46 µM), for the others: at the top dose activity change, positive = activation, actives largely listed as activators; note: potency is the fitted concentration of half-maximal effect; % of control where 0% means no effect; nearly all actives have a fitted effect of over 60% in size
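Quantitative HTS format in 1536-well plates. HEK293T ELG1-luciferase reporter cells receive test compound and are incubated 16 hr at 37 °C, 5% CO2; ONE-Glo added, 30 min room temperature, then luminescence read.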
RORgamma inh: inhibitors of mouse ROR gamma transcriptional activity. P51450. Drosophila S2 Gal4-RORgamma UAS-luciferase reporter, 20 h. Potency, µM (highest dose often 53.6 µM), without a hit: at the top dose activity change, negative = inhibition, most hits filed as inhibitors. 5.4% of 310,000 active. AID 2551; note: potency is the fitted concentration of half-maximal effect; % is set by controls: 0 for no effect and ±100 for the full control effect; nearly all actives have a fitted effect of over 60% in size
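Schneider cells (Drosophila), stable Gal4 DBD–ROR gamma + UAS-luc; 1 hr cmpd preincubation; Cu2+ induction 700 uM final; 20 hr ambient; luminescence.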
PKM2 act: increases activity of human pyruvate kinase M2; P14618; purified PKM2, Kinase-Glo ATP luminescence, activation; response scale: 0% is enzyme alone, no compound; Potency, µM (highest dose often 57.5 µM), without a hit: at the highest dose activation, most hits filed as activators; 0.34% of 260,000 active; AID 1631; note: potency is the fitted concentration of half-maximal effect; % is set by controls: 0 for no effect and ±100 for the full control effect; nearly all actives have a fitted effect of over 55% in size
Target sequence (P14618 whole entry, looked up): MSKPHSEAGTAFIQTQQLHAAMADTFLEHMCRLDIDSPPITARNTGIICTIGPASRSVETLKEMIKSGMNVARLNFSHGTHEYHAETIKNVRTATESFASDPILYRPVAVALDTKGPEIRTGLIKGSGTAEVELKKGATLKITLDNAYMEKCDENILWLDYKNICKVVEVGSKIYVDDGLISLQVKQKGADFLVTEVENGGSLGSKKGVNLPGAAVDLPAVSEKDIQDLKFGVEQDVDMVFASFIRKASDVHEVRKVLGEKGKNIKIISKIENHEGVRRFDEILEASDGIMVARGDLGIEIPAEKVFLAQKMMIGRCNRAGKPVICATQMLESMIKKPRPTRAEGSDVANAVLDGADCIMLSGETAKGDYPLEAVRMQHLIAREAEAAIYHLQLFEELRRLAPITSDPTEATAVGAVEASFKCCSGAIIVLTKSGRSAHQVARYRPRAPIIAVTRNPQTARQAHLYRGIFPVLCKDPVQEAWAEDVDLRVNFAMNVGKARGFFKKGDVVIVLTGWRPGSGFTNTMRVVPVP
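Purified hPK-M2 (>95% pure) converted ADP (0.1 mM final) to ATP with 0.5 mM PEP in 50 mM imidazole pH7.2, KCl, MgCl2, Tween 20, BSA; 1 h at room temperature. ATP detected by Kinase-Glo luminescence.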
Giardia killer: kills Giardia lamblia. Giardia lamblia trophozoite viability. activity change, % at 7.66 µM, hits read low. 0.15% of 340,000 active; in the data active = activity change below about -80%; inconclusive = between about -30% and that limit;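 note: parasites exposed to compound for two days anaerobically before the ATP read; % is set by controls: 0 for no effect and ±100 for the full control effect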
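Each well holds 100 Giardia trophozoites and compound. After two days (48 hrs) at 37 deg C in anaerobic conditions, ATP is quantified by luminescence.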
Rab9 prom act: activates the Rab9 promoter; AID 485297; 2.8% of 320,000 active; Huh7 Rab9 promoter-luciferase reporter, luminescence, 24 h; Potency, µM (series often up to 9.22 µM), for inactives: at the top dose activation, negative = inhibition, most hits filed as activators; note: potency is the fitted concentration of half-maximal effect; % of control where 0% means no effect; nearly all actives have a fitted effect of over 60% in size
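Steps: seed 1500 Huh7 Rab9-luc cells per well, rest 2 h at 37 °C; add compound in DMSO; incubate 24 h; add luciferase reagent, 10 min ambient; read luminescence.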
Menin MLL FP TR: inhibitors of human menin-MLL interaction, mutant MLL peptide; Menin + Texas Red MLL mutant peptide, fluorescence polarization; 0.23% of 270,000 active; AID 1768; O00255; Potency, µM (highest dose often 61.6 µM), inactives show at the highest dose FP activity change, negative = inhibition, usual class: inhibitors; active = well fitted inhibition curve with a large enough effect in the polarisation, with a control signal flat, not every such curve was filed as active; inconclusive = small, poorly fitted or top-dose-only effect, or effect the other way, or a change in a side signal; inactive = no such curve, though single readings can be large or run the other way; the % refers to the polarisation; note: potency is the fitted concentration of half-maximal effect; % of control where 0% means no effect; many of its hits are not listed in these tables
Target sequence (O00255 whole entry, looked up): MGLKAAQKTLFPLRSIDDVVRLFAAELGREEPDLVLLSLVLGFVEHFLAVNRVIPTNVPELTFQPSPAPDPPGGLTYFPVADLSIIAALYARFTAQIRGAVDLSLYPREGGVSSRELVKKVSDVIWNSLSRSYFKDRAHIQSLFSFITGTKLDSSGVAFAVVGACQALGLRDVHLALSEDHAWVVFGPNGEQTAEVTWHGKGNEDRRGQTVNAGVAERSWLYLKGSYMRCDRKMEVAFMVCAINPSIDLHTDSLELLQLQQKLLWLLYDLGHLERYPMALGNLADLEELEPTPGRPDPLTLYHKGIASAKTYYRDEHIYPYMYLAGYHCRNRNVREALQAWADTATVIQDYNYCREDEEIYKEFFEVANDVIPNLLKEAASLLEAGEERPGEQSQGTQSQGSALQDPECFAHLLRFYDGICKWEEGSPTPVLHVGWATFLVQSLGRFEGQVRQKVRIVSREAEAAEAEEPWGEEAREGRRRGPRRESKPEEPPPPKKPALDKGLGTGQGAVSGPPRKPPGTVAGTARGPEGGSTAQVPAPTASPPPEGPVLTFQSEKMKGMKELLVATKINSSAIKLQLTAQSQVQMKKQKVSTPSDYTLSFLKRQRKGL
FLuc counter: counter-screen for miR-21 project: firefly luciferase inhibitors or activators; purified FLuc, Km substrates, luminescence inhibition; Potency, µM (top dose mostly 57.5 µM), without a hit: top-dose activity change, negative = inhibition, usual class: inhibitors; 6.9% of 360,000 active; P08659; AID 588342;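 note: potency is the fitted concentration of half-maximal effect; plate controls were vehicle for no effect and reference inhibitor for full effect; nearly all actives have a fitted effect of over 55% in size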
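Biochemical qHTS of compounds, final roughly 60 µM downward over six points, against 10 nM purified firefly luciferase using Km concentrations of substrates (10 uM D-luciferin, 10 uM ATP) in Tris acetate pH 7.5 buffer; luminescence output.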
p53 reactivation: mutant p53 re-activation in reporter cells | Potency, µM (top dose mostly 92.2 µM), for the others: at the highest dose activity change, positive = activation, usual class: activators | 0.063% of 320,000 active | H1299 p53-A138V BP100-luciferase reporter, luminescence, 24 h; note: potency is the fitted concentration of half-maximal effect; % of control where 0% means no effect; nearly all actives have a fitted effect of over 45% in size
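H1299 (p53-null), stable ts p53-A138V + BP100-Luc; 1000 cells/well, Opti-MEM/10% FBS; cpd 4 pt, 1:5; 24 h, 37 deg C, 5% CO2; detection reagent 10 min RT; luminescence.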
NPC1 prom act: activators of NPC1 promoter; Huh7 NPC1 promoter luciferase reporter, 24 h; Potency, µM (series often up to 9.22 µM), for inactives: at the highest dose activation, most hits filed as activators; 2.4% of 320,000 active; AID 485313;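 note: potency is the fitted concentration of half-maximal effect; % of control where 0% means no effect; nearly all actives have a fitted effect of over 60% in size; reporter is driven by a mutant NPC1 promoter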
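NPC1 promoter–luciferase Huh7 cells; 24 h compound; luminescence.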
BRCA1 expr act: BRCA1 expression activation; MCF7-BRCA1-FFLuc reporter, luminescence, 48 h; response scale: scaled: vehicle 0%, 10 µM genistein 100%; Potency, µM (top dose mostly 46.1 µM), without a hit: at the top dose activation, hits mostly activators; 1.1% of 380,000 active; note: potency is the fitted concentration of half-maximal effect; nearly all actives have a fitted effect of over 80% in size; some results filed as inactive show a strong effect at the top dose
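Luminescence from a BRCA1-driven firefly luciferase in MCF7 cells was read after 48 h compound exposure at 37 C. Data normalized against DMSO and a 10microM genistein activation control, then curve-fitted across the titration.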
Gal4-VP16 FLuc: counter-screen for ROR gamma inhibitors: Gal4-VP16 reporter | Drosophila S2 Gal4-VP16 UAS-luciferase, luminescence, 20 h | Potency, µM (titrated, usually from 53.6 µM), without a hit: at the top dose activity, negative = inhibition, most hits filed as inhibitors | 3.5% of 310,000 active | AID 2546;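 note: Gal4-VP16 expression switched on by copper sulfate through the metallothionein promoter; potency is the fitted concentration of half-maximal effect; % is set by controls: 0 for no effect and ±100 for the full control effect; nearly all actives have a fitted effect of over 50% in size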
An asterisk follows results filed as active; ? = inconclusive; nt = not tested or not shown; [ ] = another dose, or the depositor's remark. Unless noted, calls come from the whole dose curve; as a rule, active = well fitted curve in the direction sought with a large enough effect; inconclusive = small, poorly fitted or top-dose-only effect, or another doubt; inactive = no such curve, though single readings can be large; an effect the other way counts as inactive or inconclusive.

SMILES	ELG1 genotoxic	RORgamma inh	PKM2 act	Giardia killer	Rab9 prom act	Menin MLL FP TR	FLuc counter	p53 reactivation	NPC1 prom act	BRCA1 expr act	Gal4-VP16 FLuc
COC(=O)c1ccc(N)c(CS(=O)(=O)c2ccc(Cl)cc2)c1	0.2%	0.7%	nt	6.5	-0.1%	-6.4%	-0.6%	0.1%	-2.8%	-14.9%	-2.3%
CN(C)C1(CNCC(O)c2ccccc2)CCCCC1 (configuration not stated)	-1.2%	-22.8%	nt	-25.6	-5.6%	-22.5%	0.5%	-4.7%	-2.3%	-6.5%	-5.0%
O=C(NCCc1ccccc1)C(=O)NCC1OCCN1S(=O)(=O)c1cccs1 (configuration not stated)	2.9%	27.5%	-4.4%	-6.3	8.5%	nt	-2.9%	-5.2%	-3.6%	-10.0%	20.5%
C=CCSC1=N/C(=C\c2ccc(C)o2)C(=O)S1	-0.1%	24.7%	12.3%	-6.7	-0.5%	?	15.1µM*	-3.8%	0.6%	-25.1%	29.3%
Cc1nn(-c2cccc(Cl)c2)nc1C(=O)O	-0.4%	12.0%	-33.4%	15.4	-0.8%	-6.1%	?	-1.5%	0.5%	2.7%	7.8%
O=C1COc2ccc(C(=O)CSc3nnc(Cc4ccccc4)o3)cc2N1	6.9%	nt	nt	5.6	-7.3%	nt	-0.5%	0.7%	-1.6%	-28.9%	nt
COc1ccc2ccccc2c1CNc1nnnn1C	8.5%	2.4%	-10.0%	-16.0	7.0%	-9.0%	-0.6%	9.8%	-0.7%	22.2%	-8.0%
O=C(NCCSc1ncc(-c2ccc(F)cc2)[nH]1)c1ccc2c(c1)OCO2	-2.4%	nt	nt	17.2	-0.3%	nt	?	-4.8%	3.1%	-25.7%	nt
Cn1c(=O)[nH]c(=O)c2c1nc(NCCO)n2CCOc1ccccc1	5.5%	3.9%	1.0%	-24.1	-1.5%	4.0%	1.4%	nt	-3.8%	-34.9%	1.2%
CCNc1nc(NCC)nc(Nn2cnnc2)n1	2.9%	-16.5%	1.0%	-0.1	6.8%	2.0%	0.6%	-0.9%	-0.9%	-0.1%	-0.3%
COc1ccc(Cc2nc3ccc(C(=O)N4CCCC4)cc3o2)cc1OC	-3.5%	?	1.9%	21.3	-14.7%	-10.9%	-11.0%	14.8%	1.0%	-14.2%	?
CCN(CC)S(=O)(=O)c1ccc(C)c(NC(=S)N2CCN(c3ccccn3)CC2)c1	-32.3%	13.6%	nt	2.9	-1.5%	29.8%	-0.7%	-1.6%	-2.2%	-26.7%	9.0%
Cc1cc(C)c(NC(=O)CS(=O)CC(=O)NCC2CCCO2)c(C)c1 (configuration not stated)	2.2%	17.5%	-20.3%	12.7	4.8%	-0.5%	1.8%	-1.5%	4.7%	-25.8%	-1.6%
N#CC1=C(N)NC(SCc2ccccc2)=C(C#N)C12CCCCC2	-6.4%	25.1%	20.5%	-1.3	6.9%	?	-2.5%	10.6%	-1.9%	-79.0%	-29.4%
COc1ccc(/C=C(\C#N)C(=O)OCC(=O)NCc2ccccc2Cl)cc1	1.7%	4.9%	1.0%	13.2	6.3%	-18.1%	2.1%	0.1%	-1.3%	0.4%	-9.3%
COc1ccc(CNC(=O)C2CCN(C(=O)c3ccc(-c4ccccc4)cc3)CC2)cc1	-4.9%	13.8%	-1.1%[11.5 µM]	-5.1	-0.3%	-9.0%	-14.0%	-19.1%	-3.1%	-4.0%	-0.6%
CCc1cc(C(=O)NCC(c2cccs2)N2CCOCC2)sc1C (configuration not stated)	-1.3%	nt	nt	9.6	-3.3%	nt	4.0%	-4.8%	-5.0%	-23.0%	nt
CCCCC(=O)NNC(=S)NC(=O)C(c1ccccc1)c1ccccc1	-0.1%	?	3.0%	-9.2	-6.9%	?	7.7%	1.1%	-7.9%	-61.7%	-7.2%
CCCCCCCCCn1cc(C(C)=O)c(=O)[nH]c1=O	-2.7%	9.0%	-4.7%	1.1	-8.7%	29.3%	2.3%	-3.7%	-2.0%	4.2%	-1.6%
O=C(CSc1nc(-c2ccccc2F)nc2nc[nH]c12)Nc1c(Cl)cc(Cl)cc1Cl	12.5%	-17.1%	4.1%	nt	3.2%	6.8%	-1.9%	-7.3%	2.8%	nt	?
CC1(C)CC(=O)c2sc(NS(=O)(=O)c3ccc(F)cc3)nc2C1	0.4%	30.4%	1.3%	-0.5	-0.2%	13.2%	-20.0%	0.5%	-1.1%	0.0%	-3.2%
O=C(Cn1nnc(-c2ccc(F)cc2)n1)Nc1cccc(S(=O)(=O)N2CCCC2)c1	1.5%	nt	nt	3.8	-4.3%	nt	?	-0.7%	-2.3%	-22.9%	nt
CN(C)c1ccc(/C=N/N=C/c2ccccc2O)cc1	?	7.94µM*	-1.6%	9.6	0.562µM*	?	0.301µM*	?	0.447µM*	-11.1%	?
FC(F)(F)c1ccccc1Nc1nccs1	0.9%	?	-3.1%	-10.5	12.8%	-2.9%	-0.3%	2.9%	4.7%	16.3%	-6.6%
Cc1ccc(N2C(=O)c3ccccc3C2Nc2cccnc2)nc1 (configuration not stated)	-3.0%	?	-3.2%	-8.1	-1.6%	0.3%	7.2%	24.4%	-1.8%	50.8%	-21.0%

New compounds follow.
SMILES	ELG1 genotoxic	RORgamma inh	PKM2 act	Giardia killer	Rab9 prom act	Menin MLL FP TR	FLuc counter	p53 reactivation	NPC1 prom act	BRCA1 expr act	Gal4-VP16 FLuc
CC1CCN(S(=O)(=O)c2ccc(NC(=O)CN3CCCC(C)C3)cc2)CC1 (configuration not stated)	-1.9%	-0.9%	1.3%	4.5	8.8%	?	-2.0%	3.7%	-3.4%	-54.7%	8.0%
Cc1ccc(CNC(=O)Nc2ccc(Cl)cc2)cc1	?	33.4%	-2.4%	-14.7	3.98µM*	nt	-8.2%	26.5%	?	73.2%	3.7%
COc1ccc(C(C(=O)NC(C)(C)C)N(Cc2ccc(F)cc2)C(=O)CCC(=O)Nc2cc(C)on2)cc1 (configuration not stated)	-3.9%	21.9%	nt	?	1.9%	-29.2%	-0.8%	1.4%	-2.0%	2.7%	-9.1%
CCCNC(=S)N1CCN(CC)CC1	0.0%	-1.7%	7.9%	-6.6	1.0%	-1.1%	1.2%	3.9%	-2.6%	8.2%	2.9%
COc1ccc(CN(Cc2cccnc2)C(=S)NCCc2ccccc2)cc1OC	-6.5%	43.7%	-11.5%	1.8	-6.3%	23.8%	-2.9%	-6.3%	-5.3%	-1.2%[1.84 µM]	-18.9%
Cc1ccccc1COC(=O)CNC(=O)c1sc2ccccc2c1Cl	0.8%	nt	nt	-13.9	1.6%	nt	-4.2%	6.8%	-0.3%	-8.9%	nt
CCCC(C(=O)NCc1ccco1)N(CC1CCCO1)C(=O)CNS(=O)(=O)c1ccc(F)cc1 (configuration not stated)	-1.0%	-20.4%	1.8%	-27.8	-4.1%	-6.3%	2.7%	-7.9%	-0.7%	-1.3%	3.8%
Cc1cccn2c(=O)c3cc(S(=O)(=O)c4ccc(F)cc4)c(=N)n(Cc4ccco4)c3nc12	-4.7%	-29.3%	0.4%	0.7	-13.3%	nt	1.7%	1.7%	-9.2%	-2.2%	-2.2%
COc1ccc(-n2nnc3c(=O)n(CC(=O)Nc4cc(C)on4)cnc32)cc1	9.9%	-14.5%	?	-11.2	-19.2%	15.3%	-2.3%	37.4%	-5.6%	-8.8%	1.4%
C=CCN(c1ccccc1)S(=O)(=O)c1cc2c(cc1C)N(C)CCO2	-0.1%	-9.2%	-5.9%	-1.5	9.6%	-15.1%	6.1%	nt	-0.4%	-16.6%	-10.4%
OC1CCCN(c2c3c(nc4cc(-c5cccc(Cl)c5)nn24)CCC3)C1 (configuration not stated)	-3.6%	32.1%	-0.4%	0.6	-5.1%	26.2%	6.5%	8.0%	-5.0%	-41.1%	-19.1%
COc1ccc(OC)c(NC(=O)CSc2ccc3nnc(-c4ccccn4)n3n2)c1	7.7%	0.2%	-3.3%	8.4	0.0%	10.4%	0.7%	2.8%	-6.1%	-2.1%	4.4%
COc1ccc(CCN2CC(C(=O)Nc3nnc(Cc4ccccc4)s3)CC2=O)cc1OC (configuration not stated)	1.3%	nt	nt	-18.9	1.6%	nt	-0.3%	-2.5%	-1.7%	-2.3%	nt
O=[N+]([O-])c1ccc(Cl)cc1N1CCOCC1	0.3%	4.3%	-0.3%	13.3	-12.8%	3.9%	0.1%	-0.2%	-7.8%	-20.4%	3.3%
Cc1c(-c2ccccc2)sc2nc[nH]c(=S)c12	3.5%	0.501µM*	nt	-12.1	13.6%	7.0%	2.5%	-1.3%	9.5%	14.6%	1µM*
O=C(N/N=C\c1ccc(CNS(=O)(=O)c2ccccc2)o1)C(=O)Nc1ccc(F)cc1	4.9%	?	14.3%	-2.9	14.1%	-92.4%	3.1%	8.7%	9.4%	-0.8%	16.4%

This is a subset, so the mix of outcomes need not match the whole.
